# Screening results as filed in PubChem.
# GLP1R cytotox: cytotoxic in the GLP-1 receptor inverse agonist counter-screen | HEK293 cAMP-luciferase reporter cells, luminescence, 24 h | Potency, µM (titrated, usually from 38.3 µM), for the others: at the top dose activity change, negative = inhibition, most hits filed as inhibitors | 410,000 tested, 0.13% active;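 further: loss of luciferase light is scored as toxicity; potency means the concentration at half of the fitted maximal effect; on the % scale 0 is the no-effect control and ±100 the full control effect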
#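 Here, cytotoxicity is scored as loss of luminescence. The MLSMR collection was tested on cells seeded in medium containing 10% Nu serum, with a 24 hr compound exposure preceded by 12 hours of culture.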
# HT1080-NT tox: kills 2HG-producing HT-1080-NT fibrosarcoma cells; HT-1080-NT fibrosarcoma viability, CellTiter-Glo ATP luminescence, 48 h; Potency, µM (highest dose often 46.1 µM), without a hit: at the highest dose activity, negative = less viability, usual class: cytotoxic; 360,000 tested, 1.6% active; AID 686970;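 further: NT is the 2HG producing partner of a matched IDH1 knockdown line; potency means the concentration at half of the fitted maximal effect; 0% = DMSO-treated cells and -100% = media-only wells without cells; nearly all actives have a fitted effect of over 55% in size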
#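 Luminescent CellTiter-Glo readout after 48 hours of compound exposure at 37 degrees C defined viability of HT-1080-NT cells. Activity was normalized to DMSO wells and cell-free media wells; concentration-response curves were fitted and assigned curve classes.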
# KB-V1 MDR tox: KB-V1 MDR subline cytotoxicity | KB-V1 MDR cells viability, CellTiter-Glo, 72 h | Potency, µM (top dose mostly 46.1 µM), for inactives: top-dose activity change, negative = cytotoxicity, hits mostly cytotoxic | 400,000 tested, 3.4% active | AID 1347076; further: potency means the concentration at half of the fitted maximal effect; on the % scale 0 is the no-effect control and ±100 the full control effect; nearly all actives have a fitted effect of over 60% in size
#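 qHTS viability screen in drug-selected KB-V1 MDR cells: 72 h compound treatment at 37 degrees C, ATP luminescence end point.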
# HT1080 IDH1KD tx: toxicity to HT-1080 IDH1 knockdown cells (counter line) | HT-1080 IDH1 knockdown viability, ATP luminescence, 48 h | 360,000 tested, 2% active | AID 686971 | Potency, µM (highest dose often 46.1 µM), inactives show at the highest dose activity, negative = toxicity, usual class: cytotoxic;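 further: potency means the concentration at half of the fitted maximal effect; 0% = DMSO wells and -100% = cell-free medium wells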
#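 IDH1KD HT-1080 cells, 750/well, RPMI + 5% FBS; compound pinned after 2 h settling; 48 h, 37 °C; CellTiter-Glo luminescence; % activity normalised to DMSO and no-cell wells; curves fitted, classed by r2 and efficacy.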
# MCF10A rerep: inducers of DNA re-replication in MCF 10A breast cells; 350,000 tested, 2.9% active; Potency, µM (doses to about 46.1 µM), without a hit: at the highest dose activity, positive = re-replication, hits mostly activators; MCF 10A DNA re-replication, Hoechst nuclear intensity, 48 h; further: potency means the concentration at half of the fitted maximal effect; % of control where 0% means no effect; nearly all actives have a fitted effect of over 50% in size
# DRD3 agonist: activates the human D3 dopamine receptor | P35462 | D3R DiscoveRx beta-arrestin cells, luminescence, 90 min | max activation, % | 410,000 tested, 0.58% active; in the data active means max activation above about 30%; further: 0% is about no effect; mostly tested at two doses, the higher about 12 µM
# Target sequence (P35462 whole entry, looked up): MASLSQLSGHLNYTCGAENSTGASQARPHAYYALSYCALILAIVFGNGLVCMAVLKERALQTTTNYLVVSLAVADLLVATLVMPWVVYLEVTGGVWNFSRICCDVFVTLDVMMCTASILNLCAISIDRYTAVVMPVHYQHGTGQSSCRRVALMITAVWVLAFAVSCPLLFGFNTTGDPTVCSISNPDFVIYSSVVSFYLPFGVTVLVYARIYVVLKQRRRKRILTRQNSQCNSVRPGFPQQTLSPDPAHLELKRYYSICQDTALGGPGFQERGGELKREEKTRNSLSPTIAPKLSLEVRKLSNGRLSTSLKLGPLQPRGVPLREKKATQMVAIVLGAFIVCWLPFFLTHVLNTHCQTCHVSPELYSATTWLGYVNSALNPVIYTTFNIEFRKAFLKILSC
#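 Cells at 1500/well, incubated overnight, then treated with pinned compounds (dopamine as control) for 90 min at 37 degrees C. DiscoveRx reagent added for 30 - 60 minutes at room temperature; luminescence read.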
# KB-3-1 cytotox: KB-3-1 parental cell cytotoxicity | KB-3-1 viability, CellTiter-Glo ATP luminescence, 72 h | Potency, µM (doses to about 46.1 µM), for inactives: at the top dose activity change, negative = cytotoxic, actives largely listed as cytotoxic | 400,000 tested, 1.4% active | AID 1347075; further: potency means the concentration at half of the fitted maximal effect; on the % scale 0 is the no-effect control and ±100 the full control effect; nearly all actives have a fitted effect of over 60% in size
#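 KB-3-1 parental drug-naive adenocarcinoma cells in DMEM/10% FBS, incubated 72 h at 37 C with pin-transferred compounds across a concentration series. Viability by CellTiter-Glo luminescence; concentration-response curves fitted after normalization.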
# SW480 rereplic: DNA re-replication induction in SW480 cells; SW480 DNA re-replication, Hoechst DNA content imaging, 48 h; Potency, µM (doses to about 46.1 µM), without a hit: at the top dose re-replication activation, most hits filed as activators; 340,000 tested, 1.8% active; further: potency means the concentration at half of the fitted maximal effect; % of control where 0% means no effect; nearly all actives have a fitted effect of over 55% in size
#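 Treated cells incubate 48 hr (37 C, 5% CO2), are stained 40 min with Hoechst, and nuclear fluorescence is enumerated; a rise in nuclei with high DNA signal marks re-replication.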
# IL-1B inflam inh: blocks inflammasome-driven IL-1 beta release | THP-1 LPS/ATP IL-1B secretion, AlphaLISA, 16 h; hits give low values | activity change, % at 57.5 µM | 360,000 tested, 4.7% active; in the data active means activity change below about -50%; inconclusive means mostly about -30% to -49%; further: on the % scale 0 is the no-effect control and ±100 the full control effect
#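 Secreted IL-1B measured by AlphaLISA bead assay after 16 h compound exposure of THP-1 cells; compounds (final up to 57.5 uM) added 1 h before LPS (250 ng/mL) and ATP (1.25 mM) stimulation; lower signal means less secretion.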
# * marks the source's active call; other numbers are inactive results; ? = inconclusive; . = no result given; [ ] = another dose, or the depositor's remark. Unless noted, the call rests on the fitted dose curve; in most records, active means well fitted curve in the direction sought with a large enough effect; inconclusive means small, poorly fitted or top-dose-only effect, or another doubt; inactive means no such curve, though single readings can be large; an effect the other way counts as inactive or inconclusive.
SMILES,GLP1R cytotox,HT1080-NT tox,KB-V1 MDR tox,HT1080 IDH1KD tx,MCF10A rerep,DRD3 agonist,KB-3-1 cytotox,SW480 rereplic,IL-1B inflam inh
O=C(Nc1ccc(Br)cc1)C1CC=CCC1C(=O)OCC1CCCO1 (stereo not given),12.9%,-10.2%,-19.6%,4.5%,?,2.5,-4.8%,1.4%,12.3
COC(=O)C1(CO)NC(c2cccs2)C2C(=O)N(c3ccccc3)C(=O)C21 (stereo not given),-12.7%,16.5%,0.5%,21.0%,-1.6%,5.6,13.4%,2.1%,11.8
CC(=O)c1ccc(NC(=O)CCS(=O)(=O)c2ccc3c(c2)n(C)c(=O)c(=O)n3C)cc1,-7.6%,15.2%,-22.3%,0.3%,-0.7%,-1.9,-0.1%,0.3%,6.2
O=C(Nc1ccc(Br)cc1F)C1CCN(c2nnc(-n3cccc3)s2)CC1,-25.7%,-8.3%,0.6%,3.1%,1.7%,4.8,2.3%,-0.7%,19.8
CCOc1ccccc1NC1c2ccccc2C(=O)N1c1ccc(C)cn1 (stereo not given),4.9%,2.1%,-5.0%,-3.5%,-11.5%,-3.2,0.0%,-4.3%,19.7
CC(C)C[C@@H](CNCC(=O)[C@H](C)NC(=O)c1[nH]cnc1C(=O)N[C@H](CN)CC(C)C)NC(=O)c1nc[nH]c1C(=O)N[C@@H](C)C(=O)O,-1.0%,7.4%,18.6%,0.8%,?,12.0,0.7%,0.6%,13.0
CC(C)(C)C(=O)Nc1ccc2oc(-c3cc(F)c(F)cc3Cl)nc2c1,-24.3%,-7.0%,?,-9.3%,28.5%,1.4,3.5%,1.4%,.
O=C(Cn1cnc2c(nnn2Cc2ccccc2)c1=O)NCc1ccco1,19.7%,-1.8%,-0.8%,-5.2%,-4.1%,-5.3,-6.2%,-18.1%,5.4
COc1ccc(CNC(=O)Cc2csc(Nc3nc(=S)[nH]c4ccccc34)n2)cc1,39.7%,-7.4%,?,-6.3%,2.7%,-3.4,-3.3%,-7.4%,21.0
CC(C)CC(=O)OCc1cc(=O)n2nc(C3CCCCC3)sc2n1,-1.0%,.,14.6%,.,.,0.0,0.5%,.,.
CN1CCN(C(=S)c2cn(Cc3cccc(F)c3)c3ccccc23)CC1,-12.6%,-19.4%,?,-20.9%,?,-3.9,-24.5%,-3.5%,0.9
O=C1NC(=O)C2(CCCCC2)N1,-4.7%,0.3%,20.6%,18.9%,0.0%,-4.2,0.4%,-1.6%,-0.9
COc1cccc(CC(=O)Nc2ccc3c(c2)CCC3)c1,-1.3%,-12.4%,-15.2%,-22.8%,-0.1%,-1.1,-13.6%,-0.6%,-23.7
COc1cc(CNC2CCCCC2OC)cc(OC)c1 (stereo not given),12.2%,-7.8%,-5.2%,-1.1%,-0.4%,-2.7,-12.2%,-4.9%,32.3
O=C(NC1CC2CCCC(C1)N2C(=O)N1CCCCC1)C1CCCCC1 (stereo not given),1.9%,15.6%,0.0%,19.6%,-0.9%,-0.5,8.5%,-6.1%,-22.7
CCN(CC)S(=O)(=O)c1ccc(N2CCOCC2)c(NC(=O)CCC2CCCCC2)c1,2.6%,2.6%,-24.9%,-0.4%,6.6%,-6.1,7.3%,0.2%,-13.4
CCc1ccc(OCC(=O)N2CC(C(=O)OC)Oc3ccccc32)cc1 (stereo not given),2.0%,-1.3%,-3.1%,-8.0%,2.1%,0.1,5.8%,-4.9%,36.7
CSc1ccc(S(=O)(=O)NCC(=O)OC2CCOC2=O)cc1[N+](=O)[O-] (stereo not given),-8.6%,3.5%,22.9%,6.1%,-13.6%,-0.9,5.1%,-7.6%,-68.5*
Cc1ccc(CCNC(=O)CCCc2nnc3n(C)c(=O)c4sccc4n23)cc1,-1.7%,.,17.2%,.,.,-12.3,15.0%,.,.
CCc1cc(C(=O)Nc2ccccc2)cs1,-8.6%,9.8%[9.24 µM],-12.7%,-4.3%,-3.1%,-12.7,-26.9%,-6.0%,-1.8
NC(=O)c1ccccc1NC(=O)/C=C/C(=O)O,-14.5%,18.2%,10.0%,3.8%,1.9%,0.5,2.9%,-10.6%,17.0
COc1ccc(-c2nnn(Cc3nc(N)nc(N4CCOCC4)n3)n2)cc1OC,0.8%,-7.8%,-14.1%,-5.9%,16.1%,-3.8,-5.1%,5.3%,-28.4
COc1ccc(CCNC(=O)c2ccc(-n3c(C)cc4c3CCCC4)cc2)cc1OC,-2.6%,.,-14.7%,.,.,-3.3,2.2%,.,.
O=C(c1ccc(F)cc1)C(C(=O)N1CCCCC1)n1ccccc1=O (stereo not given),-7.3%,11.1%,-5.9%,2.0%,5.0%,6.4,-8.8%,-6.0%,-0.8
COc1cc(OC)cc(C(=O)Nc2ccn(C)n2)c1,-15.5%,6.7%,3.2%,23.3%,-2.4%,4.0,2.0%,-4.2%,-10.5
Cc1c(NS(=O)(=O)c2cccc(C(=O)N3CCC(C)CC3)c2)c(=O)n(-c2ccccc2)n1C,-8.2%,22.1%,3.0%,19.6%,-43.8%[inhibitor],-5.6,-8.9%,-5.8%,-11.4
S=C(Nc1ccccc1Cl)NC1CC2CCCC(C1)N2C1CC1 (stereo not given),-21.1%,0.1%,-0.6%,-8.7%,-2.4%,1.4,-9.8%,0.2%,21.2
CC(C(=O)Nc1ccccc1)N(c1cccc(Cl)c1)S(C)(=O)=O (stereo not given),-3.0%,23.4%,-2.2%,5.5%,-13.5%,26.6,?,-11.2%,-11.5
CC1(C)N=C(N)NC(Nc2cccc(Br)c2)=N1,-14.7%,-0.4%,1.1%,-3.2%,-4.3%,-1.2,1.9%,1.6%,30.8
COc1ccc(S(=O)(=O)NCC(=O)N(CC2CCCO2)C(C(=O)NC2CCCC2)C(C)C)cc1 (stereo not given),-1.3%,20.0%,-25.7%,16.5%,0.7%,-14.5,1.2%,-3.9%,-15.6
Fc1ccc(-n2ncc3c(Nc4ccc5c(c4)OCCO5)ncnc32)cc1,-24.4%,.,1.4%,.,.,-11.4,1.1%,.,.
COc1ccc2c(c1)CC(C)C/C2=N\NC(=O)c1ccco1 (stereo not given),0.9%,1.2%,?,-7.8%,2.0%,1.6,23.4%,-2.0%,-5.2
CN1CC(=O)N(CC(=O)Nc2ccc(OC(F)(F)F)cc2)c2ccccc2C1=O,5.9%,.,5.2%,.,.,6.9,-0.6%,.,.
O=Cc1c(Sc2ccccc2)nc2ccccn2c1=O,-27.5%,?,?,?,?,5.6,14.6µM*,17.5%,-113.6*
O=C(CSc1nnc(-c2ccncc2)n1-c1ccccc1)NCC1CCCO1 (stereo not given),-5.1%,7.1%,0.0%,6.5%,-7.9%,3.4,17.0%,-12.8%,10.6
S=C(NCCC(c1ccccc1)c1ccccc1)Nc1cccc(Cl)c1,?,?,?,?,?,-2.6,0.0%,-2.3%[9.22 µM],0.1
CC(C)CC(CO)N1CCN(C(=O)c2ccc(Cl)cc2Cl)CCC1=O (stereo not given),3.2%,3.9%,2.2%,0.0%,5.3%,6.5,14.1%,-4.2%,4.7
O=C(O)COc1ccc(/C=N/NC(=O)c2ccc(-c3csc(Nc4ccc(Cl)cc4)n3)cc2)cc1,5.9%,1.3%,14.1%,7.3%,9.2µM*,17.4,10.2%,-11.4%,16.6
Cc1ccc(S(=O)(=O)N2CCN(C(=O)COC(=O)CNC(=O)c3ccccc3)CC2)c(C)c1,-3.0%,17.9%,8.9%,16.0%,-6.4%,-3.1,20.1%,?,-9.3
CC(=O)C(Sc1ncnc2sc3c(c12)CCCC3)C(C)=O,10.1%,?,?,-24.7%,4.1%,3.5,-18.8%,-0.2%,27.5
Cc1cccc2sc(N(CCCN(C)C)C(=O)c3nc4ccccc4s3)nc12,-3.4%,0.9%,0.0%,-1.1%,16.0%,9.2,15.6%,0.3%,-0.9
CC(=NNc1ccc2ccccc2n1)c1ccccc1O,?,2.8%,4.11µM*,-0.2%,?,7.5,-23.7%,?,-58.7*
COc1ccccc1C(=O)NC(=O)COc1ccc([N+](=O)[O-])cc1,-1.8%,2.8%,?,12.8%,-7.1%,-4.1,4.4%,1.4%,-10.4
COc1cccc(Cn2nnc(C(=O)NCc3ccc(F)cc3)c2N)c1,-1.2%,1.2%,17.0%,4.1%,0.2%,2.7,10.5%,-2.4%,-3.8
O=C(CSc1nnc(COc2ccc(F)cc2)o1)N1CCCCC1,1.4%,4.1%,-16.5%,3.6%,-1.6%,10.6,11.8%,-0.5%,6.3
COc1ccc(-c2cc(=O)c3ccccc3o2)cc1,9.4%,-12.2%,-20.0%,-10.0%,0.7%,-10.9,-12.7%,-6.3%,15.0
O=C(c1cccc(-n2cccc2)c1)N1CCN(S(=O)(=O)c2ccccc2Br)CC1,-2.5%,-5.5%,-5.7%,-14.9%,?,-2.9,-1.0%,-64.9%[inhibitor],?
COc1cccc(COC(=O)c2ccc(-c3nnn(Cc4ccccc4)n3)cc2)c1,-0.7%,.,25.1%,.,.,-6.4,12.5%,.,.
c1ccc(-c2cnc(-c3cccnc3)o2)cc1,0.2%,4.0%,8.5%,-2.1%,3.3%,-2.9,2.0%,1.2%,50.1

# One compound at a time (already shown). Screens in order: GLP1R cytotox | HT1080-NT tox | KB-V1 MDR tox | HT1080 IDH1KD tx | MCF10A rerep | DRD3 agonist | KB-3-1 cytotox | SW480 rereplic | IL-1B inflam inh
# `Cc1ccc(S(=O)(=O)N2CCN(C(=O)COC(=O)CNC(=O)c3ccccc3)CC2)c(C)c1` as listed: -3.0% | 17.9% | 8.9% | 16.0% | -6.4% | -3.1 | 20.1% | ? | -9.3
# `COc1ccc(-c2cc(=O)c3ccccc3o2)cc1` as listed: 9.4% | -12.2% | -20.0% | -10.0% | 0.7% | -10.9 | -12.7% | -6.3% | 15.0
# `CC(=NNc1ccc2ccccc2n1)c1ccccc1O` as listed: ? | 2.8% | 4.11µM* | -0.2% | ? | 7.5 | -23.7% | ? | -58.7*
